Yeast superoxide = caloric restriction mimetics inhibiting age-related superoxide in yeast; actives 0.18% (n = 330,000); AID 2690; S. cerevisiae aged cells, superoxide DHE fluorescence; hits give low values; superoxide response (% of plate mean), % at 10 µM;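 active = superoxide response under a set limit, about three screen SD below normal, cut at about 65% in these data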;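 note: yeast aged for seven days with compound at 30 °C before DHE staining; 100% = average MFI of all compound-treated wells on the plate with controls excluded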
GRK2 inh = human GRK2 inhibition via aptamer displacement. bead flow cytometry, FAM-aptamer displacement from GRK2. actives 0.59% (n = 330,000). P25098. inhibition of aptamer binding, % at 10 µM;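 active = inhibition of aptamer binding above 40%, roughly 3 SD of noise, on plates passing a quality check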;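 note: median bead fluorescence of bound FAM aptamer so fluorescent compounds give negative values; no value below 0 was filed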
Target sequence (P25098 whole entry, looked up): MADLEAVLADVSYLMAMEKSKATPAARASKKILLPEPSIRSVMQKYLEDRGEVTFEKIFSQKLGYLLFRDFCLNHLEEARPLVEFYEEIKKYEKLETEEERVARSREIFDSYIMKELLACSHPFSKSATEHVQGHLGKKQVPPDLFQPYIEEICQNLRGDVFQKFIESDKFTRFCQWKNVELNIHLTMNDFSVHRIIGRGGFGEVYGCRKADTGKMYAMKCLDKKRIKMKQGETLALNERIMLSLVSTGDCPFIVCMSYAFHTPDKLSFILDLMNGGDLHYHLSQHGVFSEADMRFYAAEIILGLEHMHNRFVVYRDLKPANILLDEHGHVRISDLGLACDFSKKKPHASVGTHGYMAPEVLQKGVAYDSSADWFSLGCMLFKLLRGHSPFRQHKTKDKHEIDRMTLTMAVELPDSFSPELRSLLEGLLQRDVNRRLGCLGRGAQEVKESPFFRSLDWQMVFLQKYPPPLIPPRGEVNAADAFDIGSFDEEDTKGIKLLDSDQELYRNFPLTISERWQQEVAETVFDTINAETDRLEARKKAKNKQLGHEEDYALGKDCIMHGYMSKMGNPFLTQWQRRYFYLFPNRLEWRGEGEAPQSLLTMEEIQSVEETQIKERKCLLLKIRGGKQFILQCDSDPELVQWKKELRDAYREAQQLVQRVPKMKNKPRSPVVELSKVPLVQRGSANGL
CIT2 TOR yeast = alters CIT2-GFP fluorescence in TOR pathway yeast screen | S. cerevisiae CIT2-GFP strain, flow cytometry, 3 h; 100 means same as DMSO wells | GFP response vs DMSO, % at 10 µM | actives 0.065% (n = 320,000) | AID 2029;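 active = GFP response relative to DMSO above a set limit, near the screen mean plus 3 SD, cut at about 150% in these data; inconclusive = Fewer than 70 cells measured for a yeast strain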;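 note: ratio of well median GFP fluorescence to mean of DMSO wells on the plate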
MCL1 BIM primary = inhibitors of human MCL1 binding to BIM-BH3 peptide; inhibition, % at 10.9 µM; GST-MCL1 / FITC-Bim-BH3 fluorescence polarization; Q07820; actives 0.68% (n = 320,000);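 active = inhibition above the mean inhibition of all tested compounds plus 3 SD, set per campaign, cut at about 40% in these data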;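 note: 0% = DMSO wells and 100% = unlabeled Bim-BH3 peptide control; higher means more loss of mP so more displacement of Bim peptide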
VLA-4 inh = inhibition in a human VLA-4 binding assay | inhibition, % (about 7 µM as worked out from the volumes in the protocol) | P13612 | VLA-4 expressing cells, ligand binding flow cytometry | actives 0.2% (n = 330,000); in the data active = inhibition above about 50%
GLD-1 RNA inh = GLD-1-TGE RNA interaction inhibition (C. elegans). Q17339. purified GLD-1 + fluorescein TGE RNA, fluorescence polarization. inhibition, % at 5.96 µM. actives 0.44% (n = 320,000). AID 2280;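 active = percent inhibition above a per-plate cutoff, the plate mean of test compounds plus 3 SD, cut at about 30% in these data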;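 note: 0% = DMSO wells with GLD-1 and probe and 100% = wells lacking GLD-1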
AGP1 TOR yeast = alters AGP1-GFP fluorescence in TOR pathway yeast screen. GFP response vs DMSO, % at 10 µM. S. cerevisiae AGP1-GFP multiplex flow cytometry, 3 h; GFP as percent of DMSO wells. actives 0.02% (n = 320,000);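 active = GFP response relative to DMSO above a set limit, near screen average plus 3 SD, cut at about 150% in these data; inconclusive = fewer than 70 cells counted for the yeast strain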;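 note: median GFP channel fluorescence of the gated AGP1 strain per well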
MEX-5 binding = C. elegans MEX-5 TCR-2 RNA binding activity; Q9XUB2; MEX-5/FITC-TCR2 RNA binding, fluorescence polarization; hits give low values; activity score (negative = inhibition of binding), % at 10 µM; actives 0.38% (n = 300,000);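 active = inhibition past about -25% in most replicates, and total fluorescence under double the plate's negative control median, limit read from the data; inconclusive = replicates evenly split on the limit, or fluorescence at least double controls; inactive = too little inhibition in most replicates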;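 note: 0% = DMSO and -100% = 5 µM competing unlabeled TCR2 RNA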
BCLXL inh = inhibitors of human Bcl-xL; GST-Bcl-xL / FITC-Bim BH3 peptide fluorescence polarization; inhibition, % at 10.9 µM; actives 0.7% (n = 320,000); AID 2129;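 active = inhibition above the mean of all tested compounds plus 3 SD, cutoff set per campaign, cut at about 30% in these data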;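 note: 0% = DMSO wells and 100% = unlabeled Bim-BH3 peptide competitor; inhibitors lower millipolarization by displacing the labeled peptide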
Target sequence (Q07817 whole entry, looked up): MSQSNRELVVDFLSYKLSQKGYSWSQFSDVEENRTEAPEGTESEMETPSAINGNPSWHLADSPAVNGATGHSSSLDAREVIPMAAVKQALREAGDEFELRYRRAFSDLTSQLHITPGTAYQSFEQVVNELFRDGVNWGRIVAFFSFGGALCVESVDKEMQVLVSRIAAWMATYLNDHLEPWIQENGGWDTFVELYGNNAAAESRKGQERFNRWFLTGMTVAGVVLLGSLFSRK
* hit, by the source's call; ? = inconclusive; . = no result given; [ ] = remark or other dose.

SMILES	GLD-1 RNA inh	BCLXL inh	CIT2 TOR yeast	MEX-5 binding	AGP1 TOR yeast	Yeast superoxide	MCL1 BIM primary	GRK2 inh	VLA-4 inh
O=C(/C=C/c1ccc(OC2CSC2)cc1)c1ccccc1	-4.7	6.4	88.7	0.6	101.0	87.5	6.5	0.0	6.9
O=C(NC(=S)Nc1ccc(S(=O)(=O)N2CCCCC2)cc1)c1cccs1	1.3	4.4	85.4	0.7	88.0	104.5	15.6	1.0	11.9
N=c1c2c(n(Cc3ccc(Cl)cc3)c3c1CCC3)CCC2	6.8	2.6	102.9	-2.3	95.1	91.4	0.3	0.0	0.1
COC(=O)c1ccc(N(CC(=O)NC2CCCC2)C(=O)CNC(=O)c2ccco2)cc1	-2.7	8.1	107.9	-1.9	101.4	86.5	9.6	4.0	-2.3
COc1ccc(C(=O)CC(=O)c2ccc(OC)cc2)cc1	0.1	1.9	84.2[may fluoresce red]	2.1	85.6[may fluoresce red]	91.9	5.3	1.0	7.6
O=[N+]([O-])c1cc2c(cc1CN1CCN(c3ccccc3F)CC1)OCO2	.	.	107.0	1.2	102.3	101.9	.	2.0	1.5
Cc1ccc(C(=O)N[C@@H](Cc2ccccc2)C(=O)N2CCC3(CC2)NCCc2[nH]cnc23)cc1C	0.2	5.1	90.8	2.6	100.1	107.5	0.9	0.0	3.4
CC(OC(=O)CNC(=O)c1sc2ccccc2c1Cl)c1ccccc1 (centres undefined)	3.4	-4.7	87.3	.	94.8	127.9	-7.8	3.0	-4.2
CCN(CC)C(=O)Oc1cc(=O)n(C)c2ccccc12	2.0	6.0	105.1	0.1	102.3	97.3	-2.0	0.0	11.8
CCN(CC)CCN(C(=O)c1cc2c(ccc3ccccc32)oc1=O)c1nc2cc3c(cc2s1)OCCO3	-1.2	9.0	94.3	1.5	100.8	109.5	5.1	0.0	1.6
CN(C1CCCCC1)S(=O)(=O)c1ccc(S(=O)(=O)N(CC(=O)Nc2ccccc2)C2CC2)cc1	1.2	4.5	107.9	-1.8	92.2	107.8	8.7	0.0	7.4
O=C(CCc1nnc(CCCCc2ccccc2)o1)N(CCO)Cc1ccccc1	-0.8	3.5	115.5	2.2	123.6	105.9	-1.7	1.0	0.0
CC(NC(=O)c1ccc(S(=O)(=O)NCc2ccco2)cc1)c1ccc(F)cc1 (centres undefined)	-0.5	3.5	94.2	.	104.4	120.9	5.0	4.0	-15.2
CCOc1cccc(Nc2cc3n(c(=O)n2)CCc2cc(OC)c(OC)cc2-3)c1	-7.5	8.1	99.4	0.7	100.1	97.3	8.3	0.0	-1.6
O=C(O)C1C2C=CC(C2)C1C(=O)NCCCN1CCCC1=O (centres undefined)	1.3	7.2	103.2	0.1	96.9	99.4	8.0	11.0	-9.7
COc1ccc(C(O)Cc2nccn2C)cc1 (centres undefined)	-7.3	1.9	103.8	4.1	107.4	104.3	10.3	1.0	0.0
C=C1CCN([C@@H](C)C(=O)NCc2cc(OC)c(OC)c(OC)c2)S(=O)(=O)c2ccccc21	-0.6	-0.8	101.2	4.0	83.6	96.5	-2.7	0.0	-12.7
CCCS(=O)(=O)N1CCC(C(=O)NCCCOC(C)C)CC1	5.4	3.6	115.7	-1.0	108.6	95.1	2.7	2.0	-5.0
C=CCn1c(O)c(C(CC)=Nc2ccccc2NC(=O)CC)c(=O)[nH]c1=O	9.0	1.6	94.3	-2.4	88.2	86.6	1.9	1.0	3.1
CCSc1ccccc1C(=O)NCCc1ccccc1	-0.6	0.4	92.1	2.5	97.9	92.0	4.0	0.0	4.4
CC(Nc1nc(N2CCCC2)nc2ccccc12)c1ccccc1 (centres undefined)	1.6	8.4	101.2	0.6	111.2	96.3	4.4	0.0	-3.4
Cc1sc2ncnc(N(C)Cc3cccs3)c2c1C	4.0	-0.1	101.2	0.7	111.8	94.6	-7.7	2.0	-0.6
COc1cccc(-c2nnc(NC(=O)CCS(=O)(=O)c3ccc(C)cc3)o2)c1	-1.0	6.3	95.3	-0.6	105.3	113.0	1.0	1.0	6.8
O=c1c2ccccc2nc(-c2ccco2)n1CCCn1ccnc1	0.1	5.8	101.8	0.1	105.0	75.5	3.6	1.0	9.4
COC(=O)c1nc(Cl)c(Cl)c(N)c1Cl	-5.5	6.5	98.8	2.5	98.0	105.9	5.1	3.0	15.6

SMILES	GLD-1 RNA inh	BCLXL inh	CIT2 TOR yeast	MEX-5 binding	AGP1 TOR yeast	Yeast superoxide	MCL1 BIM primary	GRK2 inh	VLA-4 inh
COc1ccccc1CNS(=O)(=O)c1cccc2nsnc12	4.4	1.1	92.8	0.1	100.5	88.7	3.7	5.0	8.1
COC(=O)N/N=C/c1cc(Br)ccc1O	8.2	-1.4	106.6	-1.4	106.1	88.3	5.8	1.0	-126.9
COc1ccc(CNC(=O)C(c2ccco2)N(C(=O)CNS(=O)(=O)c2ccccc2)c2ccccc2C)cc1 (centres undefined)	5.5	-0.4	103.6	-0.9	99.6	102.8	1.3	3.0	18.3
O=C1NC(=O)C(c2ccccc2)(c2ccc(O)cc2)N1 (centres undefined)	2.5	3.1	89.7	.	98.3	79.9	4.9	0.0	7.7
CC(C)(C)n1nnnc1CN1CCN(C(c2ccccc2)c2ccccc2)CC1	8.6	1.2	106.4	-0.2	105.4	106.2	2.8	0.0	0.2
CCn1ccnc1CN1CCCC(C(=O)c2ccc3c4c(cccc24)CC3)C1 (centres undefined)	1.1	5.4	94.9	1.7	104.1	96.7	3.9	0.0	6.9
O=C(CSC(=S)N1CCCC1)NCCc1ccccc1	6.6	1.4	85.4	3.0	93.8	106.9	-4.7	3.0	17.4
Cn1c(-c2cccc([N+](=O)[O-])c2)[n+](C)c2ccccc21	-3.1	2.0	93.1	-2.0	92.4	104.9	-4.7	2.0	2.6
CCOc1ccc(C2NC(=O)c3ccccc3O2)cc1OC (centres undefined)	-2.7	-0.2	89.9	2.3	90.4	111.2	4.3	0.0	2.3
COc1ccc(-c2cc(C(=O)NCCCN3CCOCC3)no2)cc1	9.1	-4.3	99.9	1.7	99.9	94.3	4.3	0.0	2.8
O=C(CCn1c(=O)oc2ccccc21)Nc1ccon1	0.2	-1.6	93.5	0.1	90.4	100.3	-2.5	5.0	10.2
COc1cc(S(=O)(=O)NCc2cccnc2)ccc1F	5.3	3.5	111.2	3.0	102.8	84.3	4.7	0.0	8.3
CC1CCC(NC(=O)CN2C(=O)c3cccnc3Oc3ccc(Cl)cc32)CC1 (centres undefined)	3.6	1.3	91.4	0.7	91.1	100.3	2.5	6.0	3.3
CC(C)(C)C(=O)Nc1sc(-c2ccccc2)cc1C(=O)O	4.5	-3.4	77.2	-3.1	86.6	145.2	-4.1	13.0	-2.6
COc1cc(N=Nc2c(O)c3ccccc3[nH]c2=O)c(OC)cc1N=Nc1ccccc1	-1.6	12.2	101.7	0.3	93.5	98.5	15.4	0.0	-4.4
CCOc1cc(/C=C/c2cc(C(=O)O)c3ccccc3n2)ccc1OC	4.3	4.5	101.1	4.7	99.0	106.3	1.3	0.0	-0.4
Cc1ccc(CCNC(=O)CS(=O)Cc2nc(-c3ccccc3F)oc2C)cc1 (centres undefined)	-6.3	0.8	93.1	1.3	93.2	110.4	-4.2	2.0	3.8
CCNC(=O)CC1S/C(=N/N=C(\C)c2ccccc2)NC1=O (centres undefined)	1.9	2.8	95.3	1.4	98.2	88.5	1.4	2.0	4.5
CNC(=O)COc1ccc2oc3c(c2c1)CCCC3	3.2	5.3	95.6	2.9	98.9	88.7	6.4	0.0	4.2
CCOC(=O)N1CCC(Nc2c(Nc3cccc(CC)c3)c(=O)c2=O)CC1	-0.4	-5.9	90.2	0.2	95.0	99.3	-4.6	0.0	-4.5
O=C(N/C(=C\c1ccc2c(c1)OCO2)C(=O)N1CCOCC1)c1ccccc1Br	-4.7	-1.0	103.6	0.2	98.7	104.9	4.5	1.0	-0.8
CC(C(=O)N1CCN(C2c3ccccc3-c3ccccc32)CC1)N1C(=O)c2ccccc2C1=O (centres undefined)	-3.1	3.3	95.6	-0.6	98.1	90.9	-6.1	0.0	4.9
CCC(CC)CN1C(Nc2ccccc2)=NC[C@@H]1CC(C)C	3.1	3.3	86.6	-0.1	87.0	96.4	-4.1	0.0	21.5
COCCn1c(SCC(=O)N2CCCCCC2)nnc1-c1ccco1	-0.2	5.0	100.3	1.5	103.5	94.8	-2.5	1.0	12.1
Cc1ccc2c(c1)C(=O)N1[C@H]3c4cc(C)ccc4OC[C@@H]3[C@H](c3ccccc3)[C@]1(C)C(=O)N2	6.1	.	93.7	.	96.5	88.8	.	0.0	0.2

SMILES	GLD-1 RNA inh	BCLXL inh	CIT2 TOR yeast	MEX-5 binding	AGP1 TOR yeast	Yeast superoxide	MCL1 BIM primary	GRK2 inh	VLA-4 inh
COc1cccc(/C=N/Nc2cc(-n3nc(C)cc3-c3ccccc3)ncn2)c1O	1.8	-2.4	96.4	-2.1	96.0	100.5	-12.5	0.0	-4.7
O=C(c1ccccc1Br)N1CCN(c2ncccn2)CC1	.	.	113.4	1.1	117.8	100.4	.	0.0	7.5
c1ccc(CN2CCC(N=C3NN=C(c4ccc5c(c4)OCCO5)CS3)CC2)cc1	-0.4	3.6	78.8	7.6	103.6	116.5	2.4	0.0	10.9
Cc1cc(C)cc(NC(=O)CN(C)S(=O)(=O)c2cccc3nsnc23)c1	-0.1	-0.8	104.9	1.0	102.6	96.6	0.3	0.0	0.4
COc1ccc(C)cc1Nc1n[n+](-c2ccccc2)c(-c2ccc(NC(C)=O)cc2)s1	-2.5	0.4	63.8	-1.3	77.5	98.6	3.2	0.0	-11.9
CCC(=O)NC(=S)NNC(=O)c1ccc([N+](=O)[O-])cc1	6.3	13.1	98.9	-8.5	109.1	94.9	6.7	3.0	2.5
COC(=O)c1cc(CNC(=O)Cc2ccsc2)ccc1OC	-3.4	4.2	?	0.7	83.8[may fluoresce violet]	101.2	-3.3	2.0	5.6
CCn1c(C2CC(=O)N(c3ccc(C)c(C)c3)C2)nc2ccccc21 (centres undefined)	-1.5	3.0	97.5	-3.8	93.4	96.4	0.2	0.0	-161.0

In the list so far, these have a Cl atom.
SMILES	GLD-1 RNA inh	BCLXL inh	CIT2 TOR yeast	MEX-5 binding	AGP1 TOR yeast	Yeast superoxide	MCL1 BIM primary	GRK2 inh	VLA-4 inh
N=c1c2c(n(Cc3ccc(Cl)cc3)c3c1CCC3)CCC2	6.8	2.6	102.9	-2.3	95.1	91.4	0.3	0.0	0.1
CC(OC(=O)CNC(=O)c1sc2ccccc2c1Cl)c1ccccc1 (centres undefined)	3.4	-4.7	87.3	.	94.8	127.9	-7.8	3.0	-4.2
COC(=O)c1nc(Cl)c(Cl)c(N)c1Cl	-5.5	6.5	98.8	2.5	98.0	105.9	5.1	3.0	15.6
CC1CCC(NC(=O)CN2C(=O)c3cccnc3Oc3ccc(Cl)cc32)CC1 (centres undefined)	3.6	1.3	91.4	0.7	91.1	100.3	2.5	6.0	3.3

Source: PubChem BioAssay

No enrichment for hits; about 2.1% have a hit in one of these screens.
